PGK inhibitor: qHTS Assay to Find Inhibitors of Phosphoglycerate Kinase. PGK/GAPDH coupled, Kinase-Glo luminescence, 60 min. 380,000 tested, 0.043% active. Phosphoglycerate kinase, glycosomal (Trypanosoma brucei brucei), P07378. Potency, µM (doses to about 57.5 µM), without a hit: top-dose activity change, negative = inhibition, usual class: inhibitors; also: % is scaled to controls: 0 for no effect and ±100 for the full control effect; nearly all actives have a fitted effect of over 60% in size
Target sequence (P07378 whole entry, looked up): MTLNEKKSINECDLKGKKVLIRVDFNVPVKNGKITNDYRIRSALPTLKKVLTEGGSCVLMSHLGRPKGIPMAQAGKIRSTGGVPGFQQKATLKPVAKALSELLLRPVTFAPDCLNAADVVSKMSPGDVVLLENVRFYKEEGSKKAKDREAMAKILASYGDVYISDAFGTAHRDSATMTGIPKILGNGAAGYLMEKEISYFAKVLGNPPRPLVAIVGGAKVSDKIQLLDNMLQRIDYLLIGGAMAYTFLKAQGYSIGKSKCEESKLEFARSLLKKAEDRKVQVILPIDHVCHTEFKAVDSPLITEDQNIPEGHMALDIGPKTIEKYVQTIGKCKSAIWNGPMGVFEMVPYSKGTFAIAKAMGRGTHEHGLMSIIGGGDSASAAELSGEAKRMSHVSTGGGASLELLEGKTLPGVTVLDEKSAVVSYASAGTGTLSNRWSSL
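Recombinant glycosomal PGK reaction used 1,3-bisphosphoglycerate generated in-well by GAPDH (100nM final) in 100mM TEA pH 7.6, 5mM MgCl2, 0.01% Tween-20. After 60 minutes at room temperature, ATP was read by Kinase-Glo Plus luminescence end-point.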
BAZ2B block: qHTS Assay for Inhibitors of BAZ2B | Bromodomain adjacent to zinc finger domain protein 2B (Homo sapiens), Q9UIF8 | AlphaScreen BAZ2B-H3K14Ac peptide displacement | Potency, µM (titrated, usually from 114 µM), for inactives: top-dose activity change, negative = inhibition, most hits filed as inhibitors | 360,000 tested, 4.4% active | AID 504333, 2011; also: % is scaled to controls: 0 for no effect and ±100 for the full control effect; nearly all actives have a fitted effect of over 60% in size
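BAZ2B 50 nM plus b-H3(5-23)K14Ac 50 nM, PBS pH 7.4/0.01% Tween-20, 30 min RT; compound added (max 110 uM), 30 min RT; streptavidin donor/Ni-chelate acceptor beads 10 ug/mL final, 20 min dark; AlphaScreen read.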
BLM inh: qHTS Assay for Inhibitors of Bloom's syndrome helicase (BLM). RecQ-like DNA helicase BLM (Homo sapiens), P54132. recombinant BLM DNA unwinding, fluorescence dequenching. Potency, µM (titrated, usually from 56.1 µM), for inactives: top-dose activity change, negative = inhibition, actives largely listed as inhibitors. 350,000 tested, 0.2% active;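 also: plate controls were vehicle for no effect and no enzyme for full effect; nearly all actives have a fitted effect of over 35% in size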
HP1b chromo inh: HTS for Inhibitors of HP1-beta Chromodomain Interactions with Methylated Histone Tails | Chromobox protein homolog 1 (Homo sapiens), P83916 | AlphaScreen HP1-beta / biotin-H3K9me3 peptide binding | Potency, µM (doses to about 114 µM), inactives show at the highest dose activity change, negative = inhibition, usual class: inhibitors | 390,000 tested, 0.56% active; also: nearly all actives have a fitted effect of over 70% in size; inactives centre near 23
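Compound inhibition of the preformed complex between 50 nM HP1-beta and 50 nM biotinylated H3K9me3 peptide was read by AlphaScreen. Buffer was PBS pH 7.4 with 0.01% Tween-20. Incubations ran 30 min at room temperature, with 10 ug/mL donor/acceptor beads.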
Pin1 inhibitor: qHTS Assay to Find Inhibitors of Pin1 | Pin1 FP peptide displacement, HiFluor488, 10 min | Potency, µM (series often up to 115 µM), for the others: at the top dose activity, negative = inhibition, usual class: inhibitors | 390,000 tested, 0.009% active | Peptidyl-prolyl cis-trans isomerase NIMA-interacting 1 (Homo sapiens), Q13526; active = well fitted inhibition curve with a large enough effect in the polarisation, with a control signal flat, not every such curve was filed as active; inconclusive = small, poorly fitted or top-dose-only effect, or effect the other way, or a change in a side signal; inactive = no such curve, though single readings can be large or run the other way; the % refers to the polarisation; also: % is scaled to controls: 0 for no effect and ±100 for the full control effect
POLI inh: qHTS for Inhibitors of Polymerase Iota. DNA polymerase iota (Homo sapiens), Q9UNA4. AID 588590, 2011. Pol iota fluorescent replication assay, 10 min. 390,000 tested, 1% active. Potency, µM (doses to about 115 µM), for the others: top-dose activity, negative = inhibition, most hits filed as inhibitors
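Pol iota at 10 nM preincubated 15 min with compounds at room temperature; reaction started with fluorescent substrate, 50 nM final. Fluorescence read kinetically at 0 and 10 min; buffer-only wells as negative control.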
G9a block: qHTS Assay for Inhibitors of Histone Lysine Methyltransferase G9a | Histone-lysine N-methyltransferase EHMT2 (Homo sapiens), Q96KQ7 | G9a H3K9 monomethylation, AlphaScreen, 2 h | Potency, µM (series often up to 102 µM), for the others: at the top dose activity, negative = inhibition, actives largely listed as inhibitors | 350,000 tested, 8.8% active; also: % is scaled to controls: 0 for no effect and ±100 for the full control effect; nearly all actives have a fitted effect of over 75% in size
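G9a (20 nM) preincubated 15 min RT with compounds, then 500 nM biotinylated H3K9 peptide and 20 uM SAM added; 2 h RT reaction. Monomethyl-H3K9 product detected by AlphaScreen with anti-H3K9me1 antibody, streptavidin donor and anti-rabbit IgG acceptor beads.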
GLS inh: qHTS for Inhibitors of Glutaminase (GLS) | Glutaminase kidney isoform, mitochondrial (Homo sapiens), O94925 | 410,000 tested, 0.21% active | Potency, µM (highest dose often 45.5 µM), for inactives: top-dose activity change, negative = inhibition, usual class: inhibitors | GLS enzymatic activity, qHTS titration; also: % is scaled to controls: 0 for no effect and ±100 for the full control effect
Target sequence (O94925 whole entry, looked up, canonical isoform): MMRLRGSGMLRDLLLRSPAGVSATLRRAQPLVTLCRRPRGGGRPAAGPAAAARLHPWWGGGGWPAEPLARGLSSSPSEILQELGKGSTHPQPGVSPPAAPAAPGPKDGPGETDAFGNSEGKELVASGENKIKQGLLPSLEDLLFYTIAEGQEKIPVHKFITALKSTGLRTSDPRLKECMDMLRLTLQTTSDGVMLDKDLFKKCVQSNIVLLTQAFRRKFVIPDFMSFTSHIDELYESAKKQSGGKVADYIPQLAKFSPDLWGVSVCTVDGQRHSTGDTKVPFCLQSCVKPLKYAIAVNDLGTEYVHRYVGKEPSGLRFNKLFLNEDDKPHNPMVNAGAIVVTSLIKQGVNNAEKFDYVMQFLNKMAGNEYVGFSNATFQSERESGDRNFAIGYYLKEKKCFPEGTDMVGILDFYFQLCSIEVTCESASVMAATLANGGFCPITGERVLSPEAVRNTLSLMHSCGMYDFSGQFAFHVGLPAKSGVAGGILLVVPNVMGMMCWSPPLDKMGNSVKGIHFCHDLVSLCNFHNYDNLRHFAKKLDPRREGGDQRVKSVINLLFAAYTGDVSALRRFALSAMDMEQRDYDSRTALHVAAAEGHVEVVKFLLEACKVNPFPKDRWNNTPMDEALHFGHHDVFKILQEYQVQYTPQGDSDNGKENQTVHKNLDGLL
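Compounds were pin-transferred onto hKGA, after which L-glutamine (1 mM solution) and a detection mix of glutamate oxidase, HRP and Amplex Red were added. Initial and 30 min RT fluorescence reads were collected.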
JMJD2A Tudor: qHTS Assay for Inhibitors of JMJD2A-Tudor Domain; AID 504339, 2011; Potency, µM (series often up to 114 µM), for the others: at the top dose activity change, negative = inhibition, most hits filed as inhibitors; AlphaScreen JMJD2A-Tudor / H3K4me3 peptide binding; 390,000 tested, 4.4% active; also: % is scaled to controls: 0 for no effect and ±100 for the full control effect; nearly all actives have a fitted effect of over 50% in size
An asterisk follows results filed as active; i = inactive; u = inconclusive; x = no result given; & = joins results of further samples; [ ] = remark or other dose. Unless noted, calls follow the shape of the dose curve; as a rule, active = well fitted curve in the direction sought with a large enough effect; inconclusive = small, poorly fitted or top-dose-only effect, or another doubt; inactive = no such curve, though single readings can be large; an effect the other way counts as inactive or inconclusive. Potency is read from the fitted curve at half-maximal effect.

mol | BLM inh | PGK inhibitor | BAZ2B block | Pin1 inhibitor | JMJD2A Tudor | HP1b chromo inh | G9a block | POLI inh | GLS inh
O=C(NCc1nnc(SCC(=O)N2CCCC2)o1)c1c(F)cccc1F | -1% | -5% | 0% | u | 4% | 26% | 45% | 18% | -1%
Cc1ccc(Cc2c(C)c(C#N)c3[nH]c4ccccc4n3c2=O)cc1 | -3% | i | -2% | 1% | -24% | 62%[activator] | x | 4% | 1%
COc1ccc(-n2c(SCC(=O)Nc3ccccc3OC)nc(O)cc2=O)cc1 | -7% | -8% | -17% | u | -20% | 7% | 4% | 60%[activator] | -7%
COc1ccc(C2C(C(C)=O)=C(O)C(=O)N2Cc2ccccc2)c(OC)c1 (stereo unspecified) | -1% | -2% | -3% | 3% | 2% | 16% | 50µM* | -12% | 7%
CCCCOC(=O)c1ccc(N=Nc2c(C)c(C#N)c(O)[nH]c2=O)cc1 | -10% | -4% | -39% | u | -25% | 16% | -31% | 44%[activator] | 2%
CCOC(=O)CNC(=O)c1sc2ncnc(N3CCc4ccccc4C3)c2c1C | -18% | -3% | -5% | -1% | -19% | 2% | u | 12% | 9%
CNC(=S)NC1CC2CCCC(C1)N2Cc1ccco1 (stereo unspecified) | -2% | x | -2% | -2% | -6% | 15% | -9%[59 µM] | 16% | -7%
CC1CN(C2=N/C(=C/c3ccc4c(c3)OCO4)C(=O)N2)CC(C)O1 (stereo unspecified) | -3% | 9% | 13% | 7% | 1% | 37% | x | 19% | 11%
O=C(NCCc1ccc(C(F)(F)F)cc1)C1CC(=O)N(c2ccc3c(c2)OCCO3)C1 (stereo unspecified) | x | -4% | 4% | 1% | -9% | 26% | -11%[12.7 µM] | u | 2%
CCOC(=O)C1(CC2CCCCO2)CCN(Cc2ccc(OC)cc2F)CC1 (stereo unspecified) | -3% | -3% | 2% | -6% | -34% | u | -11% | 64%[activator] | 0%
Cc1ccc(OCC(=O)Nc2ccc(N3CCN(C(=O)c4ccco4)CC3)cc2)cc1C | -10% | 0% | -11% | -5% | -26% | 6% | 8%[0.501 µM] | 89%[activator] | -8%
CCCCOc1ccccc1C1CC(=O)Nc2cc(OC)c(OC)cc21 (stereo unspecified) | 0% | -10% | -5% | -1% | -20% | -3% | u | -6% | -9%
O=C(/C=C/c1cccc(F)c1)N(c1ccccn1)C1CCCCC1 | -2% | -4% | 3% | 8% | 12% | 52%[activator] | 12% | -5% | -11%
CCOc1ccc(S(=O)(=O)N2CCC(C(=O)NCc3ccccc3CN3CCCC3)CC2)cc1 | x | i | 12% | -6% | -20% | 30% | -4%[59 µM] | -8% | -3%
c1ccc(-c2nnc(N3CCCC3)nc2-c2ccccc2)cc1 | -5% | 8% | -10% | u | -10% | 35% | 31% | -5% | 2%
CCN1CCN(C(=O)c2ccc3c(c2)N(Cc2ccc(Cl)cc2)C(=O)c2ccccc2S3=O)CC1 (stereo unspecified) | 1% | -8% | -21% | -4% | -19% | 12% | -46%[59 µM] | 19% | 1%
Cc1ccc(NC(=O)CCN2CC(C)OC(C)C2)cc1C (stereo unspecified) | -1% | -5% | 10% | 5% | -2% | 28% | x | -29% | 2%
Cc1cccc(N2CCN(C(=O)CCN3C(=O)C4C5C=CC(C5)C4C3=O)CC2C)c1 (stereo unspecified) | 1% | i | 4% | -3% | -8% | 25% | -33% | -18% | 13%
CC(=O)Nc1ccc(NC(=O)COC(=O)c2cc([N+](=O)[O-])ccc2N2CCOCC2)cc1 | 1% | 3% | -12% | -1% | -10% | 18% | 17% | 20% | -1%
Cc1c(Cl)cccc1NC(=O)NCCCN1CCCC1=O | -1% | i | 3% | 2% | 5% | 42%[activator] | -4% | 31%[activator] | -20%
CCN(CC(=O)Nc1c(F)cccc1F)C(=O)c1cc(S(=O)(=O)N(C)C)ccc1N1CCCC1 | x | i | -4% | -3% | -3% | 24% | -28%[59 µM] | 10% | -2%
O=C(O)CCCCCNC(=O)C(=O)C1C(=O)Nc2ccccc21 (stereo unspecified) | -4% | -4% | u | -10% | -4%[11.4 µM] | 61%[activator] | 25µM* | -5% | 9%
Cc1ccc(-c2c3c(nc4sc(C(N)=O)c(N)c24)CCC3)cc1 | -6% | 6% | -4%[57.1 µM] | -2% | -21% | 37% | -10% | -7% | 17%
COc1ccc(S(=O)(=O)N2CCOCC2)cc1C(C)C | -1% | -6% | -2% | 2% | -10% | 29% | 10%[59 µM] | 41%[activator] | -1%
COc1ccccc1N1CCN(C(=O)C2CCN(C(=O)c3ccccc3Cl)CC2)CC1 | -1% | -2% | -2% | -4% | -6% | 37% | x | 49%[activator] | 11%
O=S1(=O)c2ccccc2OC(COCc2ccccc2)CN1Cc1ccccc1 (stereo unspecified) | x | -1% | x | 19% | 1% | 54%[activator] | x | -6% | 0%
N/C(=N\OC(=O)CCCN1C(=O)c2ccccc2C1=O)c1ccc(Br)cc1 | x | -1% | x | u | -5% | 26% | x | 26% | 5%
O=C1CC(NC23CC4CC(CC(C4)C2)C3)C(=O)N1c1ccc2c(c1)OCO2 (stereo unspecified) | -2% | x | -4% | -2% | -34% | 34% | u | 16% | 0%
C1CN(c2nc3nonc3nc2N2CCSCC2)CCO1 | -2% | -2% | -3% | -5% | -9%[11.4 µM] | 13% | -1% | 8% | 1%
COc1cc(CCCN2C(=S)NC[C@H]2Cc2ccc(O)cc2)cc(OC)c1OC | -2% | i | -25% | -2% | -18% | 30% | -9%[59 µM] | -2% | 24%
O=C(c1cccc(NS(=O)(=O)c2cccc(C(F)(F)F)c2)c1)N1CCOCC1 | -7% | -2% | -4% | -3% | -13% | -5% | -18% | -1% | 3%
COc1ccc(NC(=O)CC(Cc2ccccc2)C(=O)O)cc1 (stereo unspecified) | 0% | -2% | -29% | -3% | -16% | 27% | 4%[59 µM] | 2% | -2%
Cc1nc(C)c(C(=O)Nc2cccc(C)c2C)o1 | -4% | -1% | 1% | 10% | -16% | 12% | 45µM* | -8% | 1%
C=CCn1c(SCC(=O)N2CCOCC2)nc(O)cc1=O | -1% | -7% | -5%[57.1 µM] | -1% | -7% | 41% | -13%[12.7 µM] | 24% | 5%
COc1ccc(N(CC(=O)NC2CCCC2)C(=O)c2ccc(C)s2)c(OC)c1 | -6% | -8% | -7% | 0% | -6% | -8% | 2% | 71%[activator] | 4%
COc1ccccc1CNC(=O)CSc1nc2c(oc3ccccc32)c(=O)n1CC1CCCO1 (stereo unspecified) | x | -1% | 2% | 10% | 1% | 18% | 7%[0.501 µM] | 66%[activator] | -19%
O=C(CCC(=O)N1CCSc2ccccc21)NCc1ccc(Cl)cc1 | -2% | 10% | 6% | 2% | -6% | 11% | 36% | 15% | 1%
COc1ccc(N2CC(C(=O)N[C@@H](C)C(=O)NC3CCCC3)CC2=O)cc1 (stereo partly specified) | 0% | -2% | 1% | -2% | -10% | 17% | x | -6% | 3%
O=C(CCC1CCCN(C(=O)c2cccc(F)c2)C1)N1CCN(c2ccccn2)CC1 (stereo unspecified) | 1% | -5% | -4% | -1% | 0% | 26% | 38% | 1% | -6%
CCc1ccc(NC(=O)C(=O)NCC(c2cccnc2)N2CCc3ccccc3C2)cc1 (stereo unspecified) | -2% | i | -13% | -2% | -23% | 15% | -32%[59 µM] | 8% | 7%
Cc1cccc(-n2nnnc2SCC(=O)NCC2CCCO2)c1 (stereo unspecified) | -4% | -2% | -8% | -8% | -13% | 56%[activator] | 21%[12.7 µM] | 2% | -18%
Cc1ccc(CN2C(=O)CCC2C(=O)NCCCN2CCCCC2C)cc1 (stereo unspecified) | -3% | 3% | -9% | -10% | 14% | 16% | 36%[0.501 µM] | 6% | 4%
COc1ccc(-c2csc3ncnc(N4CCN(S(=O)(=O)c5ccc(Cl)s5)CC4)c23)cc1 | x | -12% | 0% | u | -20% | -1% | -31% | 30%[activator] | 3%
CCc1c(C)c(C#N)c2nc3ccccc3n2c1NC | 1% | 1% | 10% | -9% | 1% | 10% | u | 14% | -11%
O=C(N[C@@H](c1ccccc1)[C@@H]1C[C@H]1C(=O)O)OCc1ccccc1 | -4%&4% | i | -3% | -5% | 3% | 24% | -3% | u | 2%
COc1cc2c(=O)n(Cc3ccco3)c(=O)n(CC(=O)Nc3ccc(F)cc3)c2cc1OC | -13% | 2% | -9% | 25% | -16% | 29% | -2%[59 µM] | 34%[activator] | 5%
CC(=O)NCCOc1c(C)cc(S(N)(=O)=O)cc1C | -1% | 3% | -1% | 1% | -1% | 22% | -5%[59 µM] | 1% | 2%
COCCNc1nc(C)cc(-c2cc(-c3ccc(Cl)cc3)on2)n1 | 1% | -3% | -2% | 8% | 1% | 51%[activator] | 25%[59 µM] | -12% | 1%
Cc1onc(-c2c(F)cccc2Cl)c1C(=O)O/N=C(\N)c1ccc([N+](=O)[O-])o1 | -9% | -6% | u | -1% | -32% | -4% | 40µM* | 67%[activator] | 4%
N#CCc1ccc(NC(=O)c2ccccc2C(=O)Nc2ccc(CC#N)cc2)cc1 | -2% | -9% | 8% | 1% | 0% | 73%[activator] | 21% | 11% | 8%

Rewritten with each value named: part of the list above
> O=S1(=O)c2ccccc2OC(COCc2ccccc2)CN1Cc1ccccc1 (stereo unspecified)
  BLM inh: x; PGK inhibitor: -1%; BAZ2B block: x; Pin1 inhibitor: 19%; JMJD2A Tudor: 1%; HP1b chromo inh: 54%[activator]; G9a block: x; POLI inh: -6%; GLS inh: 0%

> N/C(=N\OC(=O)CCCN1C(=O)c2ccccc2C1=O)c1ccc(Br)cc1
  BLM inh: x; PGK inhibitor: -1%; BAZ2B block: x; Pin1 inhibitor: u; JMJD2A Tudor: -5%; HP1b chromo inh: 26%; G9a block: x; POLI inh: 26%; GLS inh: 5%

From PubChem

Some of the compounds tested. The share of hits here may be higher or lower than overall.
